MT stabilizer – microtubule stabilizers in HeLa cells, primary screen, imaging, high-content imaging; % tubulin-high responders, % at 10 µM; hit rate 0.83% among 200,000; HeLa tubulin immunostaining HCS, 24 h; share of cells brighter than vehicle mean+2SD;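 active = plate Z-score above 3 for both tubulin-high and condensed-nucleus cell shares, with cell loss under 80%, at 10 µM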;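 also: anti alpha tubulin signal scored within the nucleus-defined area of each cell; some results filed as inactive read as strong as hits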
XIAP displacement – XIAP antagonists, biochemical, IAP family, fluorescence polarization (AID 1018); XIAP BIR domain, fluorescence polarization peptide displacement; higher % means a stronger effect; displacement, % at 20 µM; hits with a dose series show IC50 in µM; E3 ubiquitin-protein ligase XIAP (Homo sapiens); hit rate 0.007% among 200,000; in the data active = displacement above about 50%; also: a part of the inactive calls stands beside numbers as strong as those of hits
bCat nuc transl – modulators of beta-catenin nuclear translocation, primary screen, imaging, HeLa cells, immunofluorescence, high-content; nuclear translocation activity, % at 5 µM; hit rate 0.3% among 190,000; AID 1665, 2009;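 active = nuclear translocation activity above 50% at 5 µM, with a well cell count of 50 or more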;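 also: per-cell ratio of nuclear to cytoplasmic median beta-catenin stain intensity; plate controls were DMSO negative control for no effect and GSK-3 inhibitor IX positive control for full effect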
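test system = HeLa cells, endogenous beta-catenin | dosing = single 5 µM dose plus 0.02–20 µM confirmation series | times = compound treatment 24 h, 37°C, 5% CO2 | technique = beta-catenin immunofluorescence imaging with DAPI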
Dynein cargo inh – inhibitors of GR-EGFP nuclear translocation, primary screen, dynein cargo transport inhibitor project, imaging, high-content, 3617.4 mouse cells; hit rate 0.47% among 220,000; test concentration mostly 20 µM; stimulated with dexamethasone, 1 µM; stronger effect = lower value; z-score, hits read low;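 active = plate z-score of nuclear minus cytoplasmic receptor signal below a set negative limit, without overly bright fluorescence or cell loss, cut at about -3.5 in these data, passing the limit was not always enough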;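 also: z-score of nuclear minus cytoplasmic ring GR-EGFP intensity difference per well; some compounds called inactive have numbers as strong as hits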
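Buffer or medium: tet-free, stripped-serum medium; reagent: dexamethasone at 1.0 µM final, 30 min; incubation: 48 h induction, 1 h compound, 30 min dex at 37 °C; measured by: formaldehyde fixation, Hoechst nuclear stain, 10x automated fluorescence imaging; read-out: nuclear-to-cytoplasmic GR-EGFP distribution per well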
Autophagy mod – autophagy modulators in MEF cells, primary screen, imaging, high-content, MEF GFP-LC3. hit rate 0.98% among 190,000. MEF GFP-LC3 puncta imaging; test concentration mostly 10 µM. calls only at 10 µM (by protocol). AID 463193, 2010;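 active = percentage of spot-positive cells more than 3 SD above its plate mean, without a fluorescence outlier flag or 80% toxicity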;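 also: spot-positive cell cutoff set from DMSO-treated cells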
WT yeast gro inh – growth inhibition of WT strain, primary screen, mitochondrial fusion inhibitor project, WT and mutant strains, chemical genetic. mitochondrial fusion phenotypic screen. inhibition, % at 10 µM. hit rate 2.1% among 190,000; in the data active = inhibition above about 58%; tested in S. cerevisiae
Lipid droplet – inhibitors of hepatocyte lipid droplet formation, primary screen, imaging, high-throughput imaging, BODIPY stain. AML12 mouse hepatocytes, oleate lipid droplets. hit rate 0.4% among 240,000. inhibition, % at 6.5 µM;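 active = lipid droplet intensity inhibited by at least 50%, with more than 500 cells counted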
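Material: mouse AML12 hepatocyte cell line, fixed after treatment; Timing: compound with oleate, overnight; Technique: high-content imaging of BODIPY-stained droplets and DAPI nuclei; Probe or stimulus: oleate, 100 µM final; Dosing: compound at 6.5 µM only.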
Ins promoter up – insulin promoter activators in MIN6 cells, imaging, high-content screening, mouse beta cells | MIN6 insulin promoter-GFP reporter; stronger effect = higher value | z-score at 5 µM | hit rate 0.3% among 190,000 | AID 1625, 2009;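 active = z-score above 3 at 5 µM with at least 500 cells counted in the well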
CSM14.1 death rescue – rescue of cells from ER stress-induced death, primary screen, 384-well, CSM14.1, thapsigargin, ATP luminescence (AID 1222); CSM14.1 thapsigargin-induced death rescue, ATP luminescence; higher % means a stronger effect; 190,000 tested, under 10 active; cellular ATP content (survival), % at 20 µM, or EC50 in µM where a hit was titrated;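 active = EC50 below 50 µM in the dose-response confirmation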;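 also: death triggered by thapsigargin at about 15 µM added after 2 h compound pretreatment; cell ATP read after overnight thapsigargin exposure of roughly 18 to 22 hours; normalized against plate controls of thapsigargin alone and 5% DMSO vehicle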
WT yeast gro inh mutant strain – recorded beside WT yeast gro inh, whose call it bears; inhibition, %; mitochondrial fusion phenotypic screen, mutant strain inhibition
Dynein cargo inh cytoplasmic EGFP – second read-out of Dynein cargo inh, no call of its own (marks repeat the call); z-score; measured here: cytoplasmic GR-EGFP intensity; stronger effect = higher value
Dynein cargo inh nuclear GR-EGFP – further read-out of Dynein cargo inh, marked with its call; z-score; measured here: nuclear GR-EGFP intensity;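 lower value marks the stronger effect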
Dynein cargo inh cell count – recorded beside Dynein cargo inh, whose call it bears; z-score; measured here: cell count per field
Ins promoter up cell count – second read-out of Ins promoter up, no call of its own (marks repeat the call); cell count; measured here: cytotoxicity, nuclei count;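 total cells summed across four imaged fields per well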
Lipid droplet cells 6.5 µM – also measured in Lipid droplet; calls as there; cell count; measured here: cell count, cytotoxicity flag;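 cells counted across two imaged fields per well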
bCat nuc transl cell count 5 µM – further read-out of bCat nuc transl, marked with its call; cell count; measured here: cell count, cytotoxicity flag
MT stabilizer Hoechst-high % – also measured in MT stabilizer; calls as there; % Hoechst-high responders; measured here: nuclear condensation Hoechst responders;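 share of cells brighter than vehicle mean plus two SD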
MT stabilizer cytotoxicity % – also measured in MT stabilizer; calls as there; toxicity, %; measured here: cytotoxicity by cell density;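 0% = mean cell density of plate MIN control wells and 100% = no cells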
Autophagy mod cell loss 18 h – recorded beside Autophagy mod, whose call it bears; toxicity, %; measured here: cell loss, nuclei count;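 cell loss after 18 h compound exposure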
An asterisk follows results filed as active; i = inactive; . = no result given. Hits appear at their usual frequency (roughly 4% active in at least one column).

| item | structure | MT stabilizer Hoechst-high % | Autophagy mod cell loss 18 h | Lipid droplet | WT yeast gro inh | MT stabilizer | XIAP displacement | Ins promoter up cell count | bCat nuc transl cell count 5 µM | MT stabilizer cytotoxicity % | WT yeast gro inh mutant strain |
| --- | --- | --- | --- | --- | --- | --- | --- | --- | --- | --- | --- |
| 1 | Cc1ccc(SCC(=O)NCCN2C(=O)CSC2=O)c(C)c1 | 1.0 | 1 | 1 | -7 | 2.5 | -7.6% | 1193 | 1246 | 5.2 | 0 |
| 2 | CCNc1nc(N)nc(Oc2ccc(OCc3ccccc3)nn2)n1 | 1.4 | -3 | . | -1 | 2.4 | -1.7% | . | . | 2.7 | 24 |
| 3 | COc1cc(/C=C2\SC(=O)N(Cc3ccc(F)cc3)C2=O)cc([N+](=O)[O-])c1O | 1.1 | -10 | 6 | 62* | 1.3 | -1.9% | 1469 | 1487 | 1.2 | 45* |
| 4 | O=C(NNC(=O)C1CC1c1ccccc1)c1ccccc1F (stereo not drawn) | 1.3 | 29 | -2 | -4 | 2.0 | -6.6% | 1517 | 1497 | 0.4 | -18 |
| 5 | CCCC(c1nnnn1CCOC)N1CCN(c2cccc(OC)c2)CC1 (stereo not drawn) | 1.4 | -4 | . | -19 | 4.4 | -2.4% | 1316 | 1131 | 4.7 | -16 |
| 6 | CCn1c(CNc2ccc(Cl)cc2)nnc1SCC#N | . | 24 | 2 | -11 | . | -10% | . | 1526 | . | -3 |
| 7 | COc1ccc(NC(=O)c2ccc3c(c2)C(=O)N(Cc2cccnc2)C3=O)cc1 | 2.3 | 2 | 24 | 2 | 3.4 | -2.4% | . | . | 5.4 | -8 |
| 8 | O=C(NCCCN1CCOCC1)/C(=C/c1cccnc1)NC(=O)c1ccccc1 | 2.0 | -1 | 4 | -13 | 2.2 | -6.7% | 1218 | 1002 | 0.9 | 3 |
| 9 | O=C(N/N=C/c1ccc2nccnc2c1)c1ccc(Br)cc1 | . | . | 8 | . | . | . | 941 | 1321 | . | . |
| 10 | CCC(C)Sc1nc2c(c(=O)n1C)SC(C)C2 (stereo not drawn) | 2.5 | -5 | 20 | 61* | 1.8 | -1.1% | 1818 | 1032 | 6.9 | 16* |

| item | Ins promoter up | Dynein cargo inh cell count | bCat nuc transl | Dynein cargo inh cytoplasmic EGFP | CSM14.1 death rescue | Dynein cargo inh | Dynein cargo inh nuclear GR-EGFP | Autophagy mod | Lipid droplet cells 6.5 µM |
| --- | --- | --- | --- | --- | --- | --- | --- | --- | --- |
| 1 | 0.26 | 1.1 | -3.8 | -0.3 | -1.0% | 0.14 | -0.73 | i | 739 |
| 2 | . | 0.58 | . | 0.077 | 1.4% | -0.49 | -0.85 | i | . |
| 3 | -0.7 | 1 | 0.1 | -0.36 | 2.5% | -0.71 | -0.82 | i | 694 |
| 4 | 0.31 | 0.099 | 0.1 | -0.2 | 0.6% | -0.098 | 0.19 | i | 716 |
| 5 | -0.64 | -0.46 | 0.8 | -0.19 | 7.9% | 0.31 | 0.5 | i | . |
| 6 | . | 0.3 | -0.3 | -0.32 | 1.7% | -0.8 | -0.12 | i | 647 |
| 7 | . | 0.26 | . | -0.27 | . | -1.3 | -0.81 | i | 668 |
| 8 | -0.09 | 0.12 | 0.2 | -0.39 | -3.8% | -0.66 | -0.7 | i | 702 |
| 9 | -0.11 | -0.14 | -0.3 | -0.74 | . | -0.18 | -0.41 | . | 700 |
| 10 | 0.06 | 0.057 | -0.2 | -0.19 | -3.6% | 0.16 | 0.2 | i | 625 |

Next structures.
| item | structure | MT stabilizer Hoechst-high % | Autophagy mod cell loss 18 h | Lipid droplet | WT yeast gro inh | MT stabilizer | XIAP displacement | Ins promoter up cell count | bCat nuc transl cell count 5 µM | MT stabilizer cytotoxicity % | WT yeast gro inh mutant strain |
| --- | --- | --- | --- | --- | --- | --- | --- | --- | --- | --- | --- |
| 11 | COc1ccc(C(=O)NCCn2ccc3ccccc32)cc1 | 1.3 | 5 | 14 | 1 | 2.6 | -4.4% | 1254 | 1075 | 4.5 | -9 |
| 12 | Cc1cccc(CCNC(=O)CC2C(=O)NCCN2Cc2ccc(F)c(F)c2)n1 (stereo not drawn) | 2.0 | 2 | -26 | -4 | 2.4 | 1.3% | 1421 | 1056 | 8.6 | 11 |
| 13 | CCOC(=O)c1c(C)n(CC)c2ccc(OC(=O)c3ccc([N+](=O)[O-])cc3)cc12 | 1.3 | -5 | 12 | 13 | 2.8 | -1.9% | 1528 | 1073 | 2.9 | 7 |
| 14 | COc1ccccc1-c1n[nH]c(=S)n1-c1ccccc1 | 1.4 | -15 | . | -5 | 1.4 | -4.2% | 1155 | 829 | 9.0 | -23 |
| 15 | COC(=O)c1ccccc1NC(=O)COc1ccc(S(=O)(=O)N2CCCC2)cc1C | 1.8 | -3 | 11 | 12 | 3.2 | -2.2% | 1156 | . | 2.7 | 25 |
| 16 | CCC(=O)N(CCC(Cc1ccccc1)c1ccc2c(c1)OCO2)Cc1ccccc1F (stereo not drawn) | 1.3 | 10 | . | . | 2.2 | -3.2% | . | . | 9.1 | . |

| item | Ins promoter up | Dynein cargo inh cell count | bCat nuc transl | Dynein cargo inh cytoplasmic EGFP | CSM14.1 death rescue | Dynein cargo inh | Dynein cargo inh nuclear GR-EGFP | Autophagy mod | Lipid droplet cells 6.5 µM |
| --- | --- | --- | --- | --- | --- | --- | --- | --- | --- |
| 11 | -0.26 | 0.53 | -0.5 | -0.13 | . | 0.63 | 0.34 | i | 681 |
| 12 | 0.72 | 1.1 | 0.9 | -0.35 | -1.5% | -0.73 | -0.43 | i | 729 |
| 13 | -0.5 | 1.4 | -0.9 | -0.22 | 1.7% | -0.52 | -0.25 | i | 678 |
| 14 | 1.9 | 0.42 | -1.6 | -0.2 | -4.5% | -0.67 | -0.25 | i | . |
| 15 | -0.07 | 0.084 | . | -0.23 | -2.1% | 0.037 | -0.12 | i | 752 |
| 16 | . | 0.39 | . | -0.19 | 3.4% | -0.89 | -0.14 | i | . |

Assay outcomes from PubChem BioAssay.
